# CHOP UPR activ = apoptotic UPR (CHOP) activation. CHO-CHOP luciferase reporter, luminescence; percent of tunicamycin response over DMSO baseline. activation, % at 10 µM. hit rate 0.34% among 330,000. AID 449763;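 active means at 10 µM dose, activation of 40% or more, normalized to positive control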;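 further: 100% = tunicamycin at 10 µg/mL and 0% = DMSO alone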
#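 Assay system: CHO-CHOP cells, stable luciferase reporter of PERK-eIF2a-CHOP signalling / Buffer or medium: F12 plus 10% serum / Compound dosing: one dose, 10 µM in 0.5% DMSO / Times: 6 h compound treatment, 37 °C / Technique: luciferase luminescence / Read-out: % reporter activation, DMSO baseline versus tunicamycin full activation / Benchmarks: tunicamycin and DMSO controls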
# TIM10 inh = TIM10 yeast growth inhibition | S. cerevisiae TIM10 strain growth, BacTiter-Glo luminescence, 24 h | inhibition, % at 10 µM | hit rate 1.4% among 330,000;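 active means inhibition of 40% or more at the single tested concentration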;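 further: wild-type TIM10 isogenic control strain grown at permissive 25 °C; 0% = DMSO yeast wells and 100% = minimal medium wells without yeast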
# tim10-1 inh = tim10-1 yeast growth inhibition; S. cerevisiae tim10-1 ts strain growth, BacTiter-Glo, 24 h; inhibition, % at 20 µM; hit rate 2.2% among 330,000; AID 463190;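 active means inhibition of at least 40%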;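 further: mutant grown at 25 °C; 0% = DMSO wells with yeast and 100% = wells holding no yeast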
# Mdm2 MdmX PPI = disrupts the human Mdm2-MdmX interaction; SaOS-2 split-luciferase Mdm2/MdmX complementation, luminescence; O15151+Q00987; inhibition, % at 8 µM; hit rate 3% among 330,000; AID 485346;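 active means inhibition of at least 50% at 8 µM in the primary screen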
# Target sequence (O15151 whole entry, looked up): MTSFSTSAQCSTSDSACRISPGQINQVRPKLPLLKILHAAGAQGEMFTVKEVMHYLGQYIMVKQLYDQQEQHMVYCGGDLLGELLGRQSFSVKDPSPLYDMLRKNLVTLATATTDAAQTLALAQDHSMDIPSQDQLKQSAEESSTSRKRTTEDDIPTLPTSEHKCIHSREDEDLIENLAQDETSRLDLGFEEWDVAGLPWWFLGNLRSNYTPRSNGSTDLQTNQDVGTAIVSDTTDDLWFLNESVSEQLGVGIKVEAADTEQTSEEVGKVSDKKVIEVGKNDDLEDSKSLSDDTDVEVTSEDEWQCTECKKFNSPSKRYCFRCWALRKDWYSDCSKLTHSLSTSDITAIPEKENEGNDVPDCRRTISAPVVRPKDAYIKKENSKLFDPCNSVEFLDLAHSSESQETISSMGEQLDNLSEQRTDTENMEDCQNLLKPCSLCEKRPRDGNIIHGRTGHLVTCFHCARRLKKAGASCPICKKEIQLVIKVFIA
# Target sequence (Q00987 whole entry, looked up): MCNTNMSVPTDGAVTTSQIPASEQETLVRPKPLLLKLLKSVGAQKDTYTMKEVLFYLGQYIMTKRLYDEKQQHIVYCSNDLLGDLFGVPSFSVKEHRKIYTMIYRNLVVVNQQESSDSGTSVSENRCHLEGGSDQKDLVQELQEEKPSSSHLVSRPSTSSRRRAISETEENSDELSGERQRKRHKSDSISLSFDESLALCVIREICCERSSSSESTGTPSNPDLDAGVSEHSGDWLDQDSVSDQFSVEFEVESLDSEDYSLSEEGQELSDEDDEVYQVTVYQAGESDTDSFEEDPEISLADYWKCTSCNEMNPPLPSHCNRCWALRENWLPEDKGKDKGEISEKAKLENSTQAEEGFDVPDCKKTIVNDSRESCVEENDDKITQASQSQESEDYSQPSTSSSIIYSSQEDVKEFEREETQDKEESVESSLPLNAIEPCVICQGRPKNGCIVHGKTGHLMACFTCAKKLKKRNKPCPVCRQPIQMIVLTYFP
# Jurkat NFkB inh = inhibitors of the PMA/ionomycin-induced NF-kB reporter in Jurkat cells | PMA/ionomycin-induced NF-kB luciferase reporter, luminescence | inhibition, % at 4 µM | hit rate 0.53% among 330,000; in the data active means inhibition above about 50%
# XBP1 UPR activ = activators of adaptive arm of unfolded protein response (XBP1); CHO-XBP1 luciferase reporter, IRE1-XBP1 UPR activation, luminescence; percent of tunicamycin response, DMSO as zero; activation, % at 20 µM; hit rate 0.33% among 330,000;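 active means versus positive control, 20 µM dose yields 30% or more activation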;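 further: 100% = tunicamycin at 10 µg/mL and 0% = DMSO only wells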
#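 Material: IRE1-XBP1 luciferase reporter CHO line / Quantity: one thousand reporter cells per well / Buffer or medium: F12 with 10% serum / Compound: 20 µM single concentration, DMSO 1% / Times: 6 h treatment, 37 °C / Detection: Steady-Glo luciferase glow luminescence, 10 min after reagent addition / Benchmarks: tunicamycin high, DMSO low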
# tim23-1 inh = growth inhibitors of tim23-1 mutant yeast; S. cerevisiae tim23-1 growth, BacTiter-Glo luminescence, 24 h; inhibition, % at 20 µM; hit rate 1.3% among 330,000; AID 463212;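 active means growth inhibition of the mutant yeast at or above 50%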;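 further: temperature-sensitive mutant grown at 25 °C; plate controls were DMSO-treated mutant yeast for no effect and medium wells lacking yeast for full effect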
# 697 NFkB inh = inhibitors of the PMA/ionomycin-induced NF-kB reporter in 697 B cells; 697 B-cell NF-kB luciferase reporter, 16 h; inhibition, % at 4 µM; hit rate 0.33% among 330,000; AID 435022; in the data active means inhibition above about 35%
# * = called active by the depositor; & = joins results of further samples.
# Start of the data: the first three compounds, to show the layout:
SMILES,CHOP UPR activ,TIM10 inh,tim10-1 inh,Mdm2 MdmX PPI,Jurkat NFkB inh,XBP1 UPR activ,tim23-1 inh,697 NFkB inh
O=C1C(=C2SCCCS2)CC/C1=C\c1ccc(F)cc1,-12,42*,-28,82*,3,-9,18,-146
CCOc1ccc(N(C)S(=O)(=O)c2cnc[nH]2)cc1,22,0,-7,4,6,1,2,-9
Cc1cccc(Cl)c1OCCCn1ccnc1,1.2,-3,-9,8,2,-4,-33,-10

# All compounds of this part, repeating the preview:
SMILES,CHOP UPR activ,TIM10 inh,tim10-1 inh,Mdm2 MdmX PPI,Jurkat NFkB inh,XBP1 UPR activ,tim23-1 inh,697 NFkB inh
O=C1C(=C2SCCCS2)CC/C1=C\c1ccc(F)cc1,-12,42*,-28,82*,3,-9,18,-146
CCOc1ccc(N(C)S(=O)(=O)c2cnc[nH]2)cc1,22,0,-7,4,6,1,2,-9
Cc1cccc(Cl)c1OCCCn1ccnc1,1.2,-3,-9,8,2,-4,-33,-10
Cn1c(-c2c(N)n(CCc3ccccc3)c3nc4ccccc4nc23)nc2ccccc21,12,-13,-29,47,-17,0,6,4
O=C(Nc1ccc(Nc2ccccc2)cc1)C(Cl)Cl,-0.4,29,6,19,0,-1,37,16
NC(=O)/C(=C/c1ccc2c(c1)OCO2)NC(=O)c1ccco1,-0.5,-9,-20,-4,-3,3,-1,5
O=C(CSc1nnnn1-c1ccc2c(c1)OCCO2)N1CCc2ccccc21,-0.1,-19,-12,3,8,-1,-15,2
COC(=O)c1c(NS(=O)(=O)c2cccs2)sc2c1CCCC2,-2.7,34,33,10,-6,2,37,21
Nc1c(C(=O)CSc2nccn2-c2cccc(F)c2)c(=O)[nH]c(=O)n1C1CC1,-0.9,-2,3,11,-3,-1,-17,5
CCc1nc(Nc2ccc3c(c2)OCCO3)c2oc3ccccc3c2n1,-1.7,29,35,18,-6,3,33,-7
Cc1cccc2cc(C(c3nnnn3Cc3ccccc3)N3CCN(c4ccccc4)CC3)c(=O)[nH]c12 (stereo not drawn),-1.9,24,7,-10,-27,0,22,-31
NC(=O)C1CCN(C(=O)c2ccc(NC3=NC4CS(=O)(=O)CC4S3)cc2)CC1 (stereo not drawn),0.7,-8,5,6,10,-2,10,2
OC1(C(F)(F)F)CC(O)(C(F)(F)F)n2nc(-c3ccccc3)cc2N1 (stereo not drawn),2.0,1,8,12,5,3,-3,0
O=C(c1ccccc1)c1cc2cc(Cl)ccc2[nH]1,8.0,12,-4,-31,-25,1,21,-67
O=C(Nc1ccccc1)N1CCCN(c2ccc(C(F)(F)F)cc2[N+](=O)[O-])CC1,-1.1,24,17,-10,19,-5,39,5
COc1ccc2c(CC(=O)OCC(=O)Nc3sc4c(c3C#N)CCC(C)C4)coc2c1 (stereo not drawn),2.4,-17,10,1,-5,1,-1,15
O=[N+]([O-])c1cccc(-c2noc(-c3cccs3)n2)c1,9.3,17,9,-67,-117,4,-5,-120
O=C(NC12CC3CC(CC(C3)C1)C2)c1ccccc1,3.3,8,26,18,1,0,7,4
CC(Sc1nnc(NC2CCCCC2)s1)C(=O)Nc1ccc2c(c1)C(=O)c1ccccc1C2=O (stereo not drawn),4.4,17,42*,-55,-68,8,23,-121
CN1CCN(C(=O)C2CC(c3ccc(F)cc3)=NO2)CC1 (stereo not drawn),-1.2,-6,-25,-27,-2,0,-10,-7

# 3 of the entries above in order of the 697 NFkB inh value, largest number first:
structure | 697 NFkB inh
O=C(CSc1nnnn1-c1ccc2c(c1)OCCO2)N1CCc2ccccc21 | 2
CCc1nc(Nc2ccc3c(c2)OCCO3)c2oc3ccccc3c2n1 | -7
O=C1C(=C2SCCCS2)CC/C1=C\c1ccc(F)cc1 | -146

# (more compounds)
SMILES,CHOP UPR activ,TIM10 inh,tim10-1 inh,Mdm2 MdmX PPI,Jurkat NFkB inh,XBP1 UPR activ,tim23-1 inh,697 NFkB inh
Nc1ccc(S(=O)(=O)Nc2cnc3ccccc3n2)cc1,-0.2&0.6,10&5,5&-10,-10&-17,5&0,-6&-2,20&2,-17&7
O=C(NCCc1ccccc1)C1CCCN1S(=O)(=O)c1ccc(F)cc1 (stereo not drawn),-0.5,0,-5,10,-5,-2,8,8
CC(=O)Nc1ccc(Br)cc1C(=O)C(=O)O,0.2,-12,-2,14,-5,-3,-8,3
CC(=O)OC(C(=O)NCCc1ccccc1)c1cccnc1 (stereo not drawn),5.0,0,-1,-10,4,-1,13,-8
Cc1[nH]c(=O)c(C(=O)c2ccccc2O)cc1C(=O)O,-2.0,10,7,7,7,-2,12,1
CCOc1cc(N2CCOCC2)c(OCC)cc1NC(=O)CN1C(=O)NC(C)(C2CC2)C1=O (stereo not drawn),0.8,1,-8,-7,-6,1,-5,-3
Cc1ccc(-c2cc(C(=O)N/N=C/C(Br)=C/c3ccccc3)n[nH]2)o1,0.0,-54,-2,47,24,0,9,-30
COc1ccc(-c2cc(C(F)(F)F)c(C#N)c(=O)[nH]2)cc1,1.3,-8,13,31,9,-2,-5,24
CCc1nc2oc3ccccc3c(=O)c2c(=O)n1Cc1ccc(OC)cc1,-0.7,18,36,7,-12,2,49,-11
O=C(N/N=C\c1ccc(Cl)cc1)c1sccc1-n1cccc1,4.3,-5,6,-25,-9,1,12,-28
COC(=O)c1ccc(NC(=S)NCCCN2CCCC2=O)cc1,2.0,-20,-13,-1,-4,1,-10,-20
CC(C)CN1CCNC(=O)C1CC(=O)NCCc1ccc(C(F)(F)F)cc1 (stereo not drawn),2.6,-4,25,-9,-13,-4,23,11
CC(=O)Nc1cccc(NC(=O)c2cccc(OCc3ccccc3)c2)c1,0.3,1,17,17,-5,0,20,-37
Cc1ccccc1N(C(=O)CNC(=O)c1cccs1)C(C(=O)NC1CCCC1)c1ccncc1 (stereo not drawn),-2.1,13,-10,-11,13,-3,-9,13
CCOc1cc(CN2CCN(S(=O)(=O)Cc3ccccc3)CC2)ccc1OC,0.4,6,23,-19,5,0,10,1
Cc1cc(C)c(C)c(Cn2c(CO)nc3ccccc32)c1C,-1.7,19,8,-6,3,1,16,-14
O=C(O)c1ccccc1NS(=O)(=O)c1cccc2cccnc12,-0.2,2,-13,-13,3,3,-2,-6
CC1CCN(C(=S)Nc2cccc(S(=O)(=O)N(C)C)c2)CC1,2.6,6,14,1,14,-1,13,-7
Cc1cccc(/C(N)=N/OC(=O)c2ccc(F)cc2)c1,4.3,73*,38,-48,-125,-2,70*,-251
O=C1Nc2ccc([N+](=O)[O-])cc2OC1CCN1CCN(c2ccccc2)CC1 (stereo not drawn),-1.3,-2,-1,29,-5,-2,4,17
Cc1ccc(-c2nnn(CC(=O)N(c3ccc(F)cc3)C(C(=O)NC3CCCC3)c3ccco3)n2)o1 (stereo not drawn),2.2,-25,-15,14,-8,10,3,-14
COCOc1cc(O)c(C(=O)/C=C/c2ccc(OCOC)c(OCOC)c2)c(OCOC)c1,-0.3,11,18,9,3,2,15,0
CCOCCn1c(-c2ccc(OC)cc2)nc2ccccc21,1.2,4,13,23,-6,4,21,5
COc1cc([N+](=O)[O-])cc2cc(C(=O)N3CCN=C3c3ccccc3)c(=O)oc12,0.0,-7,9,-12,10,-5,-2,22
Cc1ccc(O)c(CCc2ccccc2)n1,2.1,-2,9,-16,-5,-1,14,-4
CCN(CC)c1ccc(S(=O)(=O)N2CCOCC2)cc1NC(=O)CSc1nnc(N)s1,-0.2,2,2,12,-18,-1,5,-10
Cc1ccc(OCC(=O)NNC(=O)c2ccc(-n3cncn3)c([N+](=O)[O-])c2)cc1,1.2,-2,15,-6,1,1,17,16
Cc1ccc(NC(=O)C2CCCN(c3ncnc4c3nc3n4CCCCC3)C2)cc1Cl (stereo not drawn),-0.2,-7,29,25,9,-3,-2,-42
CC(=O)Nc1ccc(S(=O)(=O)N2CCC(C(=O)NCCC(=O)Nc3nccs3)CC2)cc1,2.0,-5,25,13,12,-4,6,6
CC(C)(C)NS(=O)(=O)c1ccc(NC(=S)NC(=O)C2CC2)cc1,1.7,16,29,1,8,-1,9,5
Cc1cc(C)nc(SCc2nc3ncccn3c2Br)n1,1.3,5,18,-11,13,-1,24,-29
CC1(C)CC2CC(C)(CN2/C=N/c2sc3c(c2C#N)CC(C)(C)NC3(C)C)C1 (stereo not drawn),-0.8,2,1,50,7,5,0,-41
CCc1nnc(NS(=O)(=O)c2ccc(NC(=S)NC(=O)c3cccs3)cc2)s1,0.3,7,24,-28,-23,-1,19,-24
COc1cccc(C(C(=O)NC2CCCC2)N(C(=O)CNC(=O)c2ccco2)c2cccnc2)c1 (stereo not drawn),1.5,-19,12,4,9,1,-3,3
Cc1ccsc1/C=N/n1cnnc1,-2.0,-4,-12,-7,13,2,-13,6
Nc1ccc(C(=O)Nc2ccccc2C(=O)O)cc1,2.2,14,16,-4,15,1,17,-9
CC(C)Cn1c(-c2ccco2)csc1=Nc1cccnc1,-0.2,-4,23,4,-8,-2,9,-2
CCOC(=O)/C=C/COc1ccccc1[N+](=O)[O-],7.4,-7,1,3,-6,0,-4,-24
CC(=O)Nc1ccc(OCC(=O)NCc2ccc3c(c2)OCO3)cc1,-0.1,-3,9,12,10,0,3,13
Cc1cc(C)c(S(N)(=O)=O)c(C)c1-n1cnnn1,1.7,6,8,0,7,1,27,4

# Profiles, looked up by structure. Values in the order: CHOP UPR activ	TIM10 inh	tim10-1 inh	Mdm2 MdmX PPI	Jurkat NFkB inh	XBP1 UPR activ	tim23-1 inh	697 NFkB inh
# Results for `COc1cccc(C(C(=O)NC2CCCC2)N(C(=O)CNC(=O)c2ccco2)c2cccnc2)c1` (stereo not drawn) → 1.5	-19	12	4	9	1	-3	3
# Results for `CCN(CC)c1ccc(S(=O)(=O)N2CCOCC2)cc1NC(=O)CSc1nnc(N)s1` → -0.2	2	2	12	-18	-1	5	-10
# Results for `CC(=O)Nc1ccc(OCC(=O)NCc2ccc3c(c2)OCO3)cc1` → -0.1	-3	9	12	10	0	3	13

# Going on with the list.
SMILES,CHOP UPR activ,TIM10 inh,tim10-1 inh,Mdm2 MdmX PPI,Jurkat NFkB inh,XBP1 UPR activ,tim23-1 inh,697 NFkB inh
O=C(Nc1ccc(Cl)cc1)c1ccc(OCC2CCCO2)cc1 (stereo not drawn),4.6,1,-13,-59,-82,3,0,-57
CC(Sc1nnc(C2CC2)n1C1CC1)C(=O)Nc1ccccc1C#N (stereo not drawn),-1.5,6,19,9,7,-1,20,-12
O=C(Nc1ccc2c(c1)oc1ccccc12)c1ccncc1,1.7,43*,0,4,-61,7,42,-54
Cc1ccc(N2CCN(S(=O)(=O)N3CCOCC3)CC2)cc1C,-2.2,6,-3,24,8,-3,13,-3
O=C(NCC(=O)N(c1cccnc1)C(C(=O)NC1CCCC1)c1cccs1)c1ccco1 (stereo not drawn),-2.1,-1,-2,11,5,0,1,4
COC(=O)c1cc(C(=O)OC)[nH]n1,1.4,1,-5,-20,14,-2,15,16
CCN1CCN(C(=O)CCc2nnc(CCc3ccc(OC)cc3)o2)[C@@H](C)C1=O,2.6,4,-8,11,5,-2,4,5
CCSC1=N/C(=C\C=C2/Oc3ccccc3N2CC)C(=O)S1,1.8,1,19,2,-12,-4,10,3
Cc1c(C#N)c(N=CN(C)C)c(C(=O)c2ccc(Br)cc2)n1-c1ccccc1,-1.0,42*,41*,5,5,-4,56*,-5
Cn1c(=O)c(=O)n(C)c2cc(S(=O)(=O)NCCOc3ccccc3Cl)ccc21,1.9,-1,-6,1,2,-1,1,15
O=C(O)CSCc1cn2cc(Cl)ccc2n1,-0.1,-9,-4,13,14,0,-3,8
CC(C)Oc1ccc(/C=N/NC(=O)c2nnn(-c3nonc3N)c2CN(C)C2CCCCC2)cc1,2.6,2,-1,25,-10,7,-13,-19
CCN(CC(=O)Nc1ccc(C)c(F)c1)CC(=O)NC(C)(C)C,0.5,1,14,-18,0,-1,-5,3
N=C(N)SCc1ccccn1,0.6,-6,-8,-7,7,-4,-2,-13

# High-throughput results as filed in PubChem.
